Assay outcomes from PubChem BioAssay.
GoLoco inh red = qHTS Assay for Inhibitors of RGS12 GoLoco Motif Activity (Red Fluorophore). Guanine nucleotide-binding protein G(i) subunit alpha-1 (Homo sapiens), P63096. Gai1:RGS12 GoLoco peptide FP, rhodamine, 10 min. hit rate 0.44% among 230,000. AID 880, 2007. Potency, µM (series often up to 61.6 µM), inactives show top-dose activity, negative = inhibition, actives largely listed as inhibitors; active means well fitted inhibition curve with a large enough effect, not every such curve was filed as active; inactive means no such curve, though single readings can be large or run the other way; further: on the % scale 0 is the no-effect control and ±100 the full control effect; nearly all actives have a fitted effect of over 30% in size; many of its hits are not listed in these tables
Target sequence (P63096 whole entry, looked up): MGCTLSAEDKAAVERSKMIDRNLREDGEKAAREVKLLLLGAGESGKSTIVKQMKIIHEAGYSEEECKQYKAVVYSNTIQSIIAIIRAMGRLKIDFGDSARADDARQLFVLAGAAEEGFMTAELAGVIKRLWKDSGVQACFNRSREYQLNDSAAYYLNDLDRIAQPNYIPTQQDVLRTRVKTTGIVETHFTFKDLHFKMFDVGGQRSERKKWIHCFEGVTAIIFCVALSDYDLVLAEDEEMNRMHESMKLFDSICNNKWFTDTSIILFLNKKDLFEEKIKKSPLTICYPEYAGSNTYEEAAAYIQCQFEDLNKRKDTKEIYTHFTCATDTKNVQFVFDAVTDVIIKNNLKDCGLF
HTT cytoprotect = qHTS Multiplex Assay to Identify Dual Action Probes in a Cell Model of Huntington: Cytoprotection (ATP) | PC12 HTT-Q103 induced, cytoprotection, ATP luminescence, 40 h | Potency, µM (series often up to 56.4 µM), without a hit: cytoprotection (ATP increase), actives largely listed as activators | hit rate 0.14% among 230,000 | AID 1471, 2008;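 further: % of control where 0% means no effect; nearly all actives have a fitted effect of over 45% in size; toxic huntingtin expression switched on by the ecdysone agonist tebufenozide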
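Compounds were screened for protection of PC12 cells against cell death after tebufenozide induction (100 nM final) of mutant Huntingtin exon 1 (Q103) fused to GFP.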
aGlu spleen mod = qHTS Assay for Inhibitors and Activators of Human alpha-Glucosidase From Spleen Homogenate; human spleen homogenate, 4-MU-alpha-glucoside fluorescence; hit rate 0.006% among 240,000; Potency, µM (doses to about 79.9 µM), for the others: at the highest dose activity change, negative = inhibition, usual class: inhibitors;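 further: 0% = enzyme with vehicle and -100% = no enzyme basal signal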
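Enzyme source: human spleen homogenate, 1 ug/well. Buffer 50 mM citric acid/K phosphate pH 5.0, 0.01% Tween-20. 4-MU-alpha-glucoside 1 mM; 37 C x 40 min; NaOH/glycine stop; fluorescence.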
HttQ103 aggreg = qHTS Multiplex Assay to Identify Dual Action Probes in a Cell Model of Huntington: Aggregate Formation (GFP); AID 1688, 2009; hit rate 1.1% among 220,000; Potency, µM (series often up to 46.1 µM), for the others: at the top dose activity change, negative = inhibition, actives largely listed as inhibitors; PC12 HttQ103-GFP aggregates, Acumen cytometry, 40 h; further: on the % scale 0 is the no-effect control and ±100 the full control effect; nearly all actives have a fitted effect of over 60% in size
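Multiplexed with ATP-based cell death, this channel scores GFP aggregates in PC12 cells expressing inducible HTTex1-Q103-GFP. Induction used 100 nM tebufenozide; compounds were tested in concentration series.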
IMPase Li cell = qHTS Assay for Identifying the Cell-Membrane Permeable IMPase Inhibitors: Potentiation with Lithium; Potency, µM (doses to about 59.4 µM), inactives show at the highest dose activity, negative = IMPase inhibition, hits mostly inhibitors; hit rate 0.35% among 210,000; CHO-M1 cells, IP1 TR-FRET (IP-One), carbachol + lithium;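 further: IP1 builds up when IMPase is blocked and the TR-FRET signal falls; plate controls were basal vehicle for no effect and high inhibitor control for full effect; nearly all actives have a fitted effect of over 50% in size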
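Lithium-sensitised IP1 accumulation assay; M1-expressing CHO cells treated 30 min at 37C with compound. Competitive antibody detection by time-resolved FRET followed a 10 min room-temperature lysis step.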
GAA inh = qHTS Assay for Inhibitors of Human alpha-Glucosidase as a Potential Chaperone Treatment of Pompe Disease | Lysosomal alpha-glucosidase (Homo sapiens), P10253 | purified human GAA, 4-MU-alpha-glucoside fluorescence | hit rate 0.005% among 200,000 | Potency, µM (series often up to 76.9 µM), for the others: at the top dose activity change, negative = inhibition, usual class: inhibitors;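 further: plate controls were uninhibited enzyme wells for no effect and no-enzyme background for full effect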
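Fluorescence at Ex 365/Em 440 nm from 4-methylumbelliferone reported enzyme activity after 20 min at room temperature. Reactions used 4 nM enzyme and 400 uM substrate at pH 5.0; curves fitted with the Hill equation.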
GAA glycogen mod = qHTS Assay for Inhibitors and Activators of Human alpha-Glucosidase Cleavage of Glycogen | hit rate 0.38% among 300,000 | Potency, µM (highest dose often 76.4 µM), without a hit: at the top dose activity change, negative = inhibition, usual class: inhibitors | AID 2100, 2009 | recombinant GAA, glycogen substrate, Amplex Red glucose oxidase fluorescence | Lysosomal alpha-glucosidase (Homo sapiens), P10253;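 further: 0% = full enzyme reaction and -100% = no-enzyme basal signal; the screen sought inhibitors and activators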
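Recombinant human alpha-glucosidase (4 nM final) hydrolysed bovine liver glycogen (30 ug) for 40 min at 37 C in pH 5.0 citrate/phosphate with 0.01% Tween-20. Released glucose detected by glucose oxidase/Amplex Red, Ex 573/Em 610 nm. Compounds up to 77 uM; AC50 from Hill fits.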
* hit, by the source's call; ? = inconclusive; · = no result given; & = joins results of further samples; [ ] = dose if it differs, or a comment. Unless noted, the call rests on the fitted dose curve; in most records, active means well fitted curve in the direction sought with a large enough effect; inconclusive means small, poorly fitted or top-dose-only effect, or another doubt; inactive means no such curve, though single readings can be large; an effect the other way counts as inactive or inconclusive. Potency means the concentration at half of the fitted maximal effect.

SMILES	GoLoco inh red	HTT cytoprotect	aGlu spleen mod	HttQ103 aggreg	IMPase Li cell	GAA inh	GAA glycogen mod
O=C(NCN1C(=O)C2C3C=CC(C3)C2C1=O)Nc1nncs1 (stereo not drawn)	3%	19%[1.9 µM]	0%	-10%	-4%	-3%	-4%
O=C(NCc1ccccc1)c1ccccc1C(=O)c1ncc[nH]1	11%	3%[10 µM]	-10%	-5%[9.22 µM]	1%	7%	-1%
O=C(Cc1ccccc1)N1CCCC1c1ccccc1 (stereo not drawn)	·	-22%	6%	3%	·	1%	-13%
O=C(O)CC(c1ccccc1)n1cccc1 (stereo not drawn)	5%	3%	5%	7%	-15%[38.3 µM]	14%	4%
COc1cc2c(cc1OC)C(c1cc(OC)c(OC)c(OC)c1)NCC2 (stereo not drawn)	3%	-5%[10 µM]	-6%	-4%	0%	-16%[15.4 µM]	-10%
CCOc1ccccc1NC(=O)COn1nnc2ccccc21	-2%	11%	-14%	-2%	2%[38.3 µM]	-9%	3%
COc1ccc(-c2oc(NC(=O)c3ccc(C)cc3)c(C#N)c2-c2ccc(OC)cc2)cc1	6%	15%	-3%	-6%	20%[38.3 µM]	-2%	-18%
O=C(CCl)NN1C(=O)NC2(CCCCC2)C1=O	9%	-19%[10 µM]	·	-7%	-2%	0%	-6%
Cc1ccc(SCC(=O)N2CCOCC2)cc1	11%	-13%[0.074 µM]	-3%	9%	6%	-3%	3%
Cc1c(/C=N/NC(=O)COc2ccccc2[N+](=O)[O-])c2ccccc2n1C	3%	-15%[10 µM]	1%	2%	2%	-1%	7%
CCN(C=NC1=NN(c2cccc(C(F)(F)F)c2)CC1)CC	2%	23%[10 µM]	-3%	-8%	20%	-7%	?
COc1cccc(Cn2nnc(C(=O)Nc3ccc(C)cc3)c2N)c1	3%	-15%	5%	4%	?	-4%[15.4 µM]	4%
CC(C)(C)OC(=O)NCCC(=O)N/N=C/c1ccc2nccnc2c1	-13%	2%[10 µM]	2%	17%[9.22 µM]	·	0%	7%
O=c1nc(SCc2c(F)cccc2Cl)nc(-c2ccccc2)[nH]1	6%	34%[10 µM]	1%	11%[9.22 µM]	·	·	-9%
COc1ccc(NC(=S)N(Cc2ccc(N(C)C)cc2)Cc2ccco2)cc1	-7%	10%[10 µM]	-8%	16%	8%	-10%	?

The final 2 entries of the section before come first, to join the parts:
SMILES	GoLoco inh red	HTT cytoprotect	aGlu spleen mod	HttQ103 aggreg	IMPase Li cell	GAA inh	GAA glycogen mod
O=c1nc(SCc2c(F)cccc2Cl)nc(-c2ccccc2)[nH]1	6%	34%[10 µM]	1%	11%[9.22 µM]	·	·	-9%
COc1ccc(NC(=S)N(Cc2ccc(N(C)C)cc2)Cc2ccco2)cc1	-7%	10%[10 µM]	-8%	16%	8%	-10%	?
O=C(c1ccc(Cn2cc([N+](=O)[O-])cn2)o1)N1N=C(C(F)F)CC1(O)C(F)F (stereo not drawn)	-1%	4%	-8%	-5%	11%[38.3 µM]	10%	11%
CC1=C(C(=O)OCc2ccccc2)C(c2ccc3ccccc3c2)NC(=O)N1CCCCCC(=O)O (stereo not drawn)	7%&1%	-31%[inhibitor]	2%&-6%	?	3%&-8%	0%[15.4 µM]	-7%
FC(F)(F)c1ccc(Cl)c(N/N=C/c2ccc(N3CCOCC3)s2)c1	16%	9%[10 µM]	-1%	15%	11%	-4%	-4%
Cc1ccc(-c2nc3ccccc3s2)cc1S(=O)(=O)N1CCOCC1	0%	-11%[10 µM]	-11%	22%	22%[38.3 µM]	-8%	-8%
CCN(C(=O)c1cnc(N2CCN(c3ncccn3)CC2)c2ccccc12)c1cccc(Cl)c1	2%	-82%[inhibitor]	3%	?	25%[38.3 µM]	?	-7%
COC(=O)C1=C(C)Nc2nnnn2C1c1cc(OC)ccc1OC (stereo not drawn)	·	-3%[10 µM]	-4%	2%	·	2%	-11%
COc1ccccc1CNC(=O)C1CC(c2cccc([N+](=O)[O-])c2)=NO1 (stereo not drawn)	6%	-12%	7%	11%	10%[38.3 µM]	0%	-3%
COC(=O)CNC(=O)C1CCCN1C(=O)CNC(=O)OC(C)(C)C (stereo not drawn)	-4%	2%[10 µM]	10%	?	15%[38.3 µM]	1%	3%
N#Cc1ccccc1/C=N/Nc1nc(-c2ccccc2)c2cc(Cl)ccc2n1	7%	-33%	2%	13%	7%[38.3 µM]	3%	13%
CCCCCC(=O)NC(=S)Nc1ccccc1C(=O)OC	-2%	-15%	-5%	5%	-12%[38.3 µM]	3%	-13%
CCOC(=O)c1cc(-c2cccs2)nn1CCC#N	-13%	-6%[0.074 µM]	1%	5%	-1%[38.3 µM]	-7%	-9%
Cc1ccc(NC(=O)CN(C)C(=S)NC2CC2)cc1	7%	22%[10 µM]	-6%	-2%[9.22 µM]	2%	-7%	?
Cc1ccccc1-c1nc(CN2CCSCC2)c(C)o1	12%	8%[10 µM]	-23%	1%[9.22 µM]	7%	·	-6%
CCc1ccc(N2CSC3=C(C#N)C(c4cccs4)CC(=O)N3C2)cc1 (stereo not drawn)	-21%	-25%	-1%	0%	-14%[38.3 µM]	-2%	-15%
COc1ccc(CCc2nnc(CCC(=O)NCc3cc(C(C)C)no3)o2)cc1	7%	29%[10 µM]	-1%	13%[9.22 µM]	4%	14%	-10%
CCCOc1ccc(C2C(=O)N(C3CCCCC3)CC(=O)N2C2CC2)cc1OC (stereo not drawn)	3%	-25%	1%	10%	-10%[38.3 µM]	6%	2%
Cc1ccc(S(=O)(=O)Nc2cccc(-c3ccc4nnc(C)n4n3)c2)s1	12%	-72%[inhibitor]	-2%	-20%	2%	-8%	-11%
Cc1ccc(S(=O)(=O)N2CCCC(C(=O)N3CCCc4ccccc43)C2)cc1 (stereo not drawn)	·	-2%	-5%	17%	·	-2%	2%
O=C(c1csnn1)N1CCC[C@@]2(CCN(c3ccccn3)C2)C1	10%	6%	-11%	·	9%	·	·
COc1ccc(/C=C/C(=O)NC(=S)Nc2ccc(S(=O)(=O)Nc3ccc(OC)nn3)cc2)cc1	19%	1%[10 µM]	-6%	1%	12%	?	11%
O=C(c1cnc(-c2ccccc2)s1)c1ccc(Cl)cc1Cl	0%	7%	-6%	-21%	-10%[38.3 µM]	-9%	9%
COc1ccc(NC(=O)C2CCCO2)cc1OC (stereo not drawn)	-3%	26%	0%	12%	-1%[38.3 µM]	-4%	3%
COCCn1nnnc1C(c1ccc(OC)cc1OC)N1CCN(c2ccccc2)CC1 (stereo not drawn)	-29%	6%	6%	1%	42%[activator][38.3 µM]	-8%	-10%
CCN(CC)CCN1C(=O)C(=O)/C(=C(/O)c2ccc(OCC(C)C)cc2)C1c1ccncc1 (stereo not drawn)	-5%	-2%	1%	-17%	-4%[38.3 µM]	-5%	1%
C[C@H](NC(=O)CCn1nnc2ccccc2c1=O)C(=O)O	-6%	13%[10 µM]	5%	6%[9.22 µM]	·	·	1%
CC(=O)Nc1ccc(S(=O)(=O)Nc2nnc(C3CCCCC3)s2)cc1	-16%	8%[10 µM]	-8%	-2%	3%[38.3 µM]	-4%	-3%
CC(C)C(=O)N1CCN(c2nc(-c3ccc(Cl)cc3)cs2)CC1	4%	-6%[10 µM]	-4%	1%[9.22 µM]	3%	12%	-6%
Cc1cc(C(=O)O)n(C(C)(C)C)n1	2%	-8%[10 µM]	3%	1%[9.22 µM]	·	-4%	1%
O=C(Nc1cccc(F)c1)N1CCC(n2c(=O)[nH]c3ccccc32)CC1	-7%	4%[10 µM]	-1%	28%[9.22 µM]	·	·	-3%
CCn1c(=N)n(CC(=O)OC)c2ccccc21	1%	-11%[0.074 µM]	0%	6%	-7%[38.3 µM]	-4%	-4%
CCn1nc(C)c(CN2CCN(Cc3ccsc3)C(CCO)C2)c1C (stereo not drawn)	7%	-4%[10 µM]	1%	-15%[9.22 µM]	2%	-3%	9%
O=C(COC(=O)COc1cccc(F)c1)NCCC1=CCCCC1	6%	?	5%	-7%	1%	-8%	3%
CCOc1ccc(N2C(=O)CC(N(CCc3ccc(S(N)(=O)=O)cc3)C(C)=O)C2=O)cc1 (stereo not drawn)	-5%	16%[10 µM]	-3%	16%[9.22 µM]	·	·	4%
Clc1ccc(-c2nc3cnccn3c2NC2CCCC2)cc1	-4%	-9%	2%	23%[9.22 µM]	-1%[38.3 µM]	-3%	?
Cc1cccc2cc(/C=N/NC(=O)c3ccncc3)c(Cl)nc12	1%	15%[10 µM]	-7%	-14%[9.22 µM]	·	·	3%
COc1ccc(C(=O)N2CCN(c3c(C)cccc3C)CC2)cc1OC	-16%	-23%	-1%	4%	-8%[38.3 µM]	-7%	?

Reprinted from above (8 entries):
SMILES	GoLoco inh red	HTT cytoprotect	aGlu spleen mod	HttQ103 aggreg	IMPase Li cell	GAA inh	GAA glycogen mod
CC(C)C(=O)N1CCN(c2nc(-c3ccc(Cl)cc3)cs2)CC1	4%	-6%[10 µM]	-4%	1%[9.22 µM]	3%	12%	-6%
Cc1cc(C(=O)O)n(C(C)(C)C)n1	2%	-8%[10 µM]	3%	1%[9.22 µM]	·	-4%	1%
O=C(Nc1cccc(F)c1)N1CCC(n2c(=O)[nH]c3ccccc32)CC1	-7%	4%[10 µM]	-1%	28%[9.22 µM]	·	·	-3%
CCn1c(=N)n(CC(=O)OC)c2ccccc21	1%	-11%[0.074 µM]	0%	6%	-7%[38.3 µM]	-4%	-4%
CCn1nc(C)c(CN2CCN(Cc3ccsc3)C(CCO)C2)c1C (stereo not drawn)	7%	-4%[10 µM]	1%	-15%[9.22 µM]	2%	-3%	9%
O=C(COC(=O)COc1cccc(F)c1)NCCC1=CCCCC1	6%	?	5%	-7%	1%	-8%	3%
CCOc1ccc(N2C(=O)CC(N(CCc3ccc(S(N)(=O)=O)cc3)C(C)=O)C2=O)cc1 (stereo not drawn)	-5%	16%[10 µM]	-3%	16%[9.22 µM]	·	·	4%
Clc1ccc(-c2nc3cnccn3c2NC2CCCC2)cc1	-4%	-9%	2%	23%[9.22 µM]	-1%[38.3 µM]	-3%	?

These rows are one share of the data; rates above refer to the full screens.
